Bioassay records from PubChem BioAssay.
RGS7-Gao: regulators of human RGS7-Galphao interaction. P09471. Multiplexed bead flow cytometry, RGS7-Galphao binding; actives lie on both sides. binding response (% of control), % at 10 µM. hit rate 0.35% among 220,000; in the data active = binding response below about 49% or above about 150%;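 note: fluorescent Galphao held in activated GDP-AlF4 state binding bead-coupled RGS7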
Target sequence (P09471 whole entry, looked up): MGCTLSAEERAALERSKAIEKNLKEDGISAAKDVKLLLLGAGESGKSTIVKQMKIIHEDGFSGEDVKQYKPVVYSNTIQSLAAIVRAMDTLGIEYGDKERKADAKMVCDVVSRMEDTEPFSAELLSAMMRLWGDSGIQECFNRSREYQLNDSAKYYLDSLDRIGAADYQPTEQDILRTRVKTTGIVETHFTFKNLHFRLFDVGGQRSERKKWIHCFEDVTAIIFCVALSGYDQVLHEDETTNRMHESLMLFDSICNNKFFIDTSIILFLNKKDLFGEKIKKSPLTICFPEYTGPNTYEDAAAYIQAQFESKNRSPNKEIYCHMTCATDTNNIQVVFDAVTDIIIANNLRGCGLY
RGS8-Gao: human RGS8-Galphao interaction regulation. P09471. multiplexed bead flow cytometry, RGS8-Galphao binding; actives lie on both sides. response (percent of control binding), % at 10 µM. hit rate 0.34% among 220,000. AID 1423; in the data active = response below about 60% or above about 140%; inactive = in between;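 note: Galphao activated as the GDP aluminium fluoride complex binding bead-coupled RGS8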
Bim-Bcl-XL: disrupts Bim peptide binding to human Bcl-XL | Q07817 | bead flow cytometry, fluorescence | inhibition, % at 10 µM | hit rate 0.04% among 190,000 | AID 1007
Target sequence (Q07817 whole entry, looked up): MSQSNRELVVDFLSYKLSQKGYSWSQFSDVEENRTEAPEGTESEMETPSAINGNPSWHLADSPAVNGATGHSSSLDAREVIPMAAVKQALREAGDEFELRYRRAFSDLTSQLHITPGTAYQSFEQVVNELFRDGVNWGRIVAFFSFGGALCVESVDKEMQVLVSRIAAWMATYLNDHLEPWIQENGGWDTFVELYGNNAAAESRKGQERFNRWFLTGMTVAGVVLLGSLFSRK
Bim-Bcl-B: inhibitors of Bim-Bcl-B interaction, human. Q9HD36. bead-based flow cytometry, Bim peptide-Bcl-B binding. inhibition, % at 10 µM. hit rate 0.073% among 190,000. AID 951;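 note: 0% = tracer peptide without compound and 100% = reference inhibitor peptide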
Bim-Bcl-W: disrupts Bim peptide binding to human Bcl-W; bead-based flow cytometry; hit rate 0.02% among 190,000; inhibition, % at 10 µM; AID 952;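 note: 0% = bound tracer without compound and 100% = peptide blocker; higher means less fluorescent Bim peptide bound to Bcl-W beads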
Target sequence (Q92843 whole entry, looked up): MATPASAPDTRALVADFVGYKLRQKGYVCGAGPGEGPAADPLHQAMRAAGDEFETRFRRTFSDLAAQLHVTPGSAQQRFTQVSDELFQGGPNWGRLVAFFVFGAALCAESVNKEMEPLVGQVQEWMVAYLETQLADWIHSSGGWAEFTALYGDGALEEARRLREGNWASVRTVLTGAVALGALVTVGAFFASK
ABCG2 block: human ABCG2 inhibition, ABCB1 as counter-screen; Q9UNQ0; IgMXP3 cells, JC-1 efflux, flow cytometry; inhibition, % at 6.6 µM; hit rate 0.1% among 190,000; AID 1325;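 active = inhibition above 80%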;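 note: 0% = DMSO and 100% = nicardipine control wells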
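Test system: IgMXP3 cells (ABCG2) mixed with DDAO far-red-labelled CCRF-Adr cells (ABCB1). Reagent: JC-1 transporter substrate. Compound dosing: single test compound dose, 6.6 µM final. Times: 10 min compound exposure, 25 °C. Detection: flow cytometry of retained JC-1 fluorescence. Read-out basis: efflux inhibition in percent versus controls. Controls: nicardipine and DMSO wells.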
GSH bead fluor: GSH bead compound fluorescence profile; GSH beads flow cytometry, compound fluorescence 488/530 nm; stronger effect = higher value; fluorescence (KMESF) at 10 µM; hit rate 0.25% among 190,000; in the data active = fluorescence above about 89;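 note: glutathione beads carrying GST-tagged Bcl family fusion proteins plus one bare bead set; values are compound well signal with DMSO vehicle wells as background; inactives centre near 16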
Bim-Bfl-1: inhibitors of Bim-Bfl-1 interaction, human; Bead-based flow cytometry, Bim-Bfl-1 binding inhibition; inhibition, % at 10 µM; hit rate 0.12% among 190,000; AID 1008;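 note: 0% = wells without compound plus tracer and 100% = blocker peptide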
ABCB1 inh: inhibitors of human ABCB1 transporter, ABCG2 counter-screen; P08183; CCRF-Adr cells, JC-1 efflux, flow cytometry; inhibition, % at 6.6 µM; hit rate 0.067% among 190,000; in the data active = inhibition above about 40%;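 note: 0% = vehicle and 100% = reference inhibitor; higher value means more JC-1 retained so stronger ABCB1 efflux block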
RGS4-Gao reg: human RGS4-Galphao interaction regulation; P09471; Multiplexed bead flow cytometry, RGS4-Galphao binding; actives lie on both sides; binding response (% of control), % at 10 µM; hit rate 0.33% among 220,000; AID 1415; in the data active = binding response below about 49% or above about 150%; inactive = in between;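 note: fluorescent Galphao activated with aluminum fluoride binding bead-coupled RGS4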
Bim-Bcl-2: disrupts Bim peptide binding to human Bcl-2 | P10415 | Bead-based flow cytometry, Bim peptide-Bcl-2 binding | inhibition, % at 10 µM | hit rate 0.06% among 190,000; in the data active = inhibition above about 40%;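 note: 0% = no compound wells with probe peptide and 100% = reference peptide inhibitor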
Target sequence (P10415 whole entry, looked up): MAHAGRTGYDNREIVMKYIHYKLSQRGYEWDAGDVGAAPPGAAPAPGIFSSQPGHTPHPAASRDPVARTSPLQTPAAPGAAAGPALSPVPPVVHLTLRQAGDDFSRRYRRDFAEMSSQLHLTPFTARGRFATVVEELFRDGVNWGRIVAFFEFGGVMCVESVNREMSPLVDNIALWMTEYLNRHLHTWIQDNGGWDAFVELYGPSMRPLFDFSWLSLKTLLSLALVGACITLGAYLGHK
An asterisk follows results filed as active. Cut-off read from the data, not from the text of the source, unless noted: active = inhibition above about 40%.

SMILES	RGS7-Gao	RGS8-Gao	Bim-Bcl-XL	Bim-Bcl-B	Bim-Bcl-W	ABCG2 block	GSH bead fluor	Bim-Bfl-1	ABCB1 inh	RGS4-Gao reg	Bim-Bcl-2
O=C(NCc1ccc2c(c1)OCO2)c1ccc(CS(=O)(=O)Cc2cccc(Cl)c2)o1	94	104	-4	-1	-1	3	7	-1	0.6	97	0
CCOC(=O)Cc1cc(=O)n2[nH]c(-c3ccccc3)cc2n1	94	97	-5	-1	-3	3	11	-1	0.5	101	0
Cc1ccc(OCCNC(=O)c2cc(-n3cnnc3)ccc2Cl)cc1C	101	103	1	0	3	2	16	0	0.7	101	0
COc1ccccc1NC(=O)CN1CCN(c2ccc(Cl)cc2)CC1	99	104	-3	-3	-1	1	17	0	0.3	101	-1
O=C(CSC1=Nc2ccccc2C2CC=NN12)Nc1ccc2c(c1)OCO2 (configuration not stated)	98	91	-5	-8	-2	4	12	-6	-0.1	97	-4
Cc1oc2c(c1C(=O)c1ccc(Cl)cc1)C(=O)C(=O)c1ccccc1-2	104	103	-2	-11	-2	18	29	4	2.4	99	0
COc1ccc(C(=O)N2CCC(=O)N(C(CO)Cc3ccccc3)CC2)cc1 (configuration not stated)	95	102	-6	-3	-3	1	17	0	1.8	99	0
CCOC(=O)c1ccc(NC(=O)COc2ccccc2CNCCc2ccccc2)cc1	114	110	0	0	-3	-2	21	1	3.6	112	-1
Cc1ccc2nc(C3CCCN3Cc3nc(CCC(C)C)no3)[nH]c2c1 (configuration not stated)	101	99	-3	-3	2	8	18	-6	4.0	101	-2
Cc1nnc(Sc2cc(C(=O)NCc3ccco3)c3ccccc3n2)s1	96	94	-1	2	-2	18	27	3	1.4	95	0
CC(=O)c1ccc(Sc2nnnn2-c2ccccc2)c([N+](=O)[O-])c1	102	102	-10	-14	-7	16	10	-13	1.2	105	-9
Cc1cc(Cl)ccc1NC(=O)Cn1cncn1	96	100	0	0	0	0	12	-5	0.1	99	-2
Cc1nnc(SCC(=O)NC2CCCCC2)s1	103	98	3	-1	2	-2	14	-2	0.5	95	2
Cc1ccnc(NC(=O)CCc2c(C)nc3ncnn3c2C)c1	102	103	8	6	3	8	24	-3	0.3	102	0
CSc1ccc(Cl)c(C(=O)NC2CCCC2)c1	102	103	0	-5	1	24	35	-8	2.0	106	-5
CC(=O)c1cccc(NC(=O)/C=C/c2ccc([N+](=O)[O-])s2)c1	105	106	0	-5	0	5	8	-4	0.4	104	0
O=C(Nc1cc(C(F)(F)F)ccc1Cl)c1cc2nc3c(c(C(F)(F)F)n2n1)CCCC3	98	100	7	-7	6	4	47	-11	0.4	95	-2
O=[N+]([O-])c1ccc(N2CCN(CCO)CC2)cc1Sc1nc2ccccc2[nH]1	101	104	-1	0	-2	8	9	0	2.1	99	-1
CSc1cccc(NC(=S)N(CCCN2CCCC(C)C2)Cc2cccs2)c1 (configuration not stated)	102	101	-3	-14	2	1	20	3	1.2	101	0
CC#CCCCC(=O)Nc1ccc(C(=O)O)cc1	98	99	0	-3	0	1	16	-1	0.4	101	-3
CCOC(=O)c1c(-c2ccc(C)o2)csc1NC(=S)NC(=O)c1ccccc1Br	103	100	-2	-9	0	-6	13	-4	-6.4	103	-14
COc1cc(C(=O)NCCSc2ccc(Br)cc2)cc(OC)c1OC	101	102	-1	-4	0	7	15	-5	0.9	98	-5
CCOC(=O)c1c(NC(=O)CSc2nnc(-c3c[nH]c4ccccc34)n2CC)sc2c1CCCC2	102	104	-2	-4	0	2	17	1	0.6	105	1
CCOC(=O)C(/C=C(\C#N)C(=O)OCC)=C(/N)N1CCN(c2ccc(OC)cc2)CC1	98	100	-8	-7	0	1	37	-10	0.0	104	-8
c1ccc(-c2cnnc(N3CCOCC3)n2)cc1	86	87	0	0	0	2	44	0	0.5	77	-1
Cc1ccnc(-n2c(CCN3C(=O)c4ccccc4C3=O)nc3ccccc3c2=O)c1	100	99	-4	-6	-2	9	33	-7	4.3	100	-7
CCCCNC(=S)N/N=C/c1ccc(OCC(=O)Nc2c(C)cc(C)cc2C)c(OC)c1	99	104	-4	-7	-2	15	13	-1	0.3	99	2
Cc1cc(OCC(=O)Nn2cnnc2)ccc1Br	104	127	-2	2	0	1	38	1	1.4	103	5
Cc1ncoc1C(=O)N1CCc2c([nH]c3ccccc23)C1C1CCCCC1 (configuration not stated)	103	102	0	-3	-3	2	15	-5	1.1	103	-4
Cc1cc(C)cc(Oc2coc3cc(OC(=O)c4cccs4)ccc3c2=O)c1	99	101	-3	-4	-3	12	10	-4	1.1	101	0
CCN1CCN(CCCNC(=O)c2cc3cc4ccc(OC)cc4nc3o2)CC1	98	99	0	2	1	6	36	-2	1.0	95	0
CC(=O)Nc1sc(N/N=C\c2ccccc2)nc1-c1cccs1	112	102	-22	-58	-17	-2	15	14	-0.2	108	-3
CC(C)(C)c1cc(OC(=O)c2ccncc2)ccc1O	100	102	-3	-5	-7	4	67	-1	0.1	99	-4
S=C(NCCC1=CCCCC1)NCc1ccco1	100	101	-5	-5	-6	4	12	-4	0.7	98	-5
COCCNC(=O)C(c1ccc(C)o1)N(C(=O)c1snc(C(N)=O)c1N)c1ccc(C)c(C)c1 (configuration not stated)	101	99	0	0	-3	13	48	-4	4.4	102	-5
CN(NC(=O)c1ccc(Cl)cc1)c1nc(-c2ccccc2)nnc1C(F)(F)F	95	100	0	1	0	-2	20	-1	-0.5	97	-4
Cc1nnc(NC(=O)C2CCCN(S(=O)(=O)Cc3ccccc3)C2)s1 (configuration not stated)	102	102	-7	-9	-2	6	27	-18	0.4	102	-7
O=C1C=C(NCCNc2c(F)c(F)c(CO)c(F)c2F)CCC1	99	102	-7	-8	-3	3	35	-19	0.7	101	-10
c1ccc(N2CCN(c3nc(NCc4ccco4)c4ccccc4n3)CC2)cc1	101	92	0	0	1	2	23	3	0.5	94	-2
O=C(COC(=O)c1ccc[nH]c1=O)Nc1cc(S(=O)(=O)N2CCCCC2)ccc1Cl	97	99	-2	-7	1	13	16	-4	0.8	100	0
COCCn1c(SCC(=O)N2CCc3ccccc3C2)nc2ccccc2c1=O	101	102	-4	-6	-3	7	9	-3	-1.0	100	-6
CCn1c(NCc2ccccc2NS(=O)(=O)c2ccc(C)cc2)nc2ccccc21	91	99	-1	-1	0	8	7	0	1.2	94	0
O=C(CSc1nnc(SCc2ccc(Cl)cc2)s1)N/N=C/c1ccc(Cl)cc1Cl	103	99	-6	-2	-2	2	12	-2	0.5	104	-1
Nc1nnc(SCC(=O)OCC(=O)Nc2ccccc2F)s1	101	100	0	-7	0	0	15	-7	-0.1	100	-3
CCN1CCN(C(c2ccc(F)cc2)c2nnnn2Cc2cccs2)CC1 (configuration not stated)	101	104	-9	-8	-6	9	24	-13	1.9	102	-7
CC1CCN(C(=O)CCc2ccc(S(=O)(=O)NC(C)C)cc2)CC1	99	103	-5	-7	2	3	12	-7	1.3	99	-7
C/C(=C1\SC(N2CCOCC2)=NC1=O)c1ccc(C)cc1	101	101	4	2	-1	2	20	1	0.5	108	-1
O=C(CSc1nnc(-c2ccc3c(c2)OCO3)o1)Nc1ncc(Cl)cc1Cl	104	104	-9	-7	-7	1	10	-7	-0.2	98	-10
N#CCc1nc2c3c4c(sc3ncn2n1)CCCC4	99	98	-4	-9	-1	5	23	2	0.5	100	-4
O=C1c2ccccc2C(=O)N1CSc1nnc2c3ccccc3n(CCc3ccccc3)c2n1	88	91	-3	-5	0	4	11	-10	3.4	90	-7

4 entries out of the list above, ordered by the number in RGS8-Gao, lowest first:
mol	RGS8-Gao
O=C1c2ccccc2C(=O)N1CSc1nnc2c3ccccc3n(CCc3ccccc3)c2n1	91
CCn1c(NCc2ccccc2NS(=O)(=O)c2ccc(C)cc2)nc2ccccc21	99
C/C(=C1\SC(N2CCOCC2)=NC1=O)c1ccc(C)cc1	101
CCN1CCN(C(c2ccc(F)cc2)c2nnnn2Cc2cccs2)CC1 (configuration not stated)	104

More entries follow:
SMILES	RGS7-Gao	RGS8-Gao	Bim-Bcl-XL	Bim-Bcl-B	Bim-Bcl-W	ABCG2 block	GSH bead fluor	Bim-Bfl-1	ABCB1 inh	RGS4-Gao reg	Bim-Bcl-2
Cn1c(=O)c2c(ncn2CC(=O)Nc2nnc(Cc3ccccc3)s2)n(C)c1=O	102	100	-5	-6	-4	-4	35	-16	0.3	100	-7
CCn1cc(C(=O)OCc2ccc(F)cc2)c(=O)c2ccc(C)nc21	97	101	-3	-3	1	4	22	-8	1.0	100	-3
Cc1cccc(NC(=S)N2CCN(S(=O)(=O)c3cccc(F)c3)CC2)c1	99	100	-1	-6	-1	1	15	-2	0.1	104	2
CC(C)(C)Cc1nnc(NS(=O)(=O)c2ccccc2)s1	97	102	-5	-13	-7	0	15	-6	0.1	99	-3
Cc1ccnc(NC(=O)CCCOc2cc(=O)n(C)c3ccccc23)c1	100	100	-1	-5	-5	4	17	-1	0.7	100	-1
COc1ccc2c(c1)C(=NNC(=O)c1ccccn1)c1cc(OC)ccc1-2	101	99	-12	-12	-3	32	9	-8	1.7	98	-10
C=CCNC(=O)c1ccccc1NC(=O)c1ccc(Cl)c(S(=O)(=O)Nc2ccccc2)c1	98	99	-3	-2	-1	5	63	-1	1.9	100	-5
Cc1ccc(C)c(NC(=S)N2CCN(c3cccc(C(F)(F)F)c3)CC2)c1	99	103	-8	-7	-1	5	35	-15	0.3	100	-9
O=C(NCCCNc1ccc(C(F)(F)F)cc1[N+](=O)[O-])c1ccc(Cl)cc1	100	100	-3	-1	-3	1	12	-2	0.1	98	-4
O=C(NC1CCCC1)c1ccc(Br)s1	104	105	-2	0	0	-1	18	0	0.0	102	-1
CN(Cc1ccccc1)C(=O)c1c[nH]c2ccc(S(=O)(=O)N3CCOCC3)cc2c1=O	104	107	-4	-5	-3	1	24	-2	-0.1	107	-2
CSc1ccc(CN(C)C(C)C(=O)Nc2ccc(F)c(F)c2F)cc1 (configuration not stated)	96	100	-1	-1	-1	1	13	-5	-0.1	100	-4
Cc1ccc(/C=C/C(=O)NCCCc2ccccc2)cc1	102	98	17	9	10	2	9	18	-0.6	103	18
O=C(Nc1ccc(Cl)cc1)N1CCCN(Cc2ccccc2F)C1	102	104	-4	-7	-3	0	4	-11	-0.1	101	-6
COc1ccc2c(c1OC)C(=O)OC2Nc1ccccn1 (configuration not stated)	95	97	-8	-9	-3	-4	34	-17	0.1	99	-7
CN(C)c1ccc(N=Cc2nc(-c3ccccc3)oc2OC(=O)c2cccc(Br)c2)cc1	98	99	1	-3	0	1	8	4	0.2	96	0
Cc1ccc(C(=O)Oc2cccc(NC(=O)c3ccccc3)c2)cc1C	95	99	-1	-4	-1	6	14	-8	0.4	93	-3
Cc1nn(CC(=O)OCC(=O)Nc2c(C(C)C)cccc2C(C)C)c(C)c1[N+](=O)[O-]	97	99	-2	-5	-4	-4	4	0	0.2	98	-6
